From PubChem BioAssay
mHTT-CaM PPI inh – mutant huntingtin-calmodulin interaction inhibitors – biochemical, AlphaScreen, primary screen; inhibition, % at 15 µM; AlphaScreen His-mHTT/GST-CaM binding, luminescence; AID 1671202, 2021; P42858; 190,000 tested, 3.6% active;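 further: 0% = both proteins with DMSO and 100% = one protein alone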
Pf apPOL inh – Pf-apPOL inhibitors, biochemical, fluorescence | Plasmodium falciparum apicoplast DNA polymerase (apPOL) | Recombinant Pf-apPOL, molecular beacon fluorescence, 1.5 h | 210,000 tested, 0.25% active | inhibition, % at 10 µM
Numbers without * were called inactive; i = inactive; / = no result given; & = joins results of further samples. No stated cut-off is given here; in the data, active means inhibition above about 50%; inactive means the rest. Not a hit list; about 3.5% have a hit in one of these screens.

Fields: mHTT-CaM PPI inh, Pf apPOL inh
1. Fc1cc(F)cc(CN2CCCCC2c2nncn2CC2CC2)c1 (stereo not drawn)
  -2, -5
2. O=C(O)c1ccc(CSCc2ccccc2F)o1
  -2, 4
3. CCC(C(=O)NCc1ccncc1)c1ccccc1 (stereo not drawn)
  3, -4
4. COc1ccc(NC(=O)C2CC(=O)N(c3cccc(NC(C)=O)c3)C2)c(OC)c1 (stereo not drawn)
  12, 0
5. Cc1ccc(Cl)cc1NC(=O)N1CCCC1c1cc(C(C)C)on1 (stereo not drawn)
  -6, -8
6. Cc1ccc(OCCC(=O)Nc2ccc(Cl)cc2F)cc1
  -12, -2
7. Cc1cccc(NC(=O)Nc2ccc3c(c2)N(S(C)(=O)=O)CC3)c1C
  3, 0
8. CCc1ccc(CNC(=O)c2cccc(C3CCCN(C(=O)NC)C3)c2)cc1 (stereo not drawn)
  11, -6
9. COCCN=C1Nc2ccccc2CNC12CCN(S(=O)(=O)c1cccc(OC)c1)C2 (stereo not drawn)
  15, -3
10. O=C(COc1ccccc1F)Nc1c2c(nn1-c1nc3ccccc3s1)CCC2
  -12, 1
11. O=C1Nc2cc(C(=O)N3CCN(c4cccc(Cl)c4)CC3)ccc2N2CCCCC12 (stereo not drawn)
  93*, 2
12. CC(=O)NC1=NC(=O)/C(=C\c2ccc(-c3ccc(Cl)cc3)o2)S1
  -1, -6
13. COc1ccc2c(=O)c3ccccc3oc2c1
  -19, -4
14. COc1cc(C(=O)N2CCC(CC(=O)NC3CCCCCC3)CC2)cc(OC)c1OC
  12, -7
15. COc1ccccc1[C@@H]1C(c2ccc(F)cc2)=NN(c2ccc(Br)cc2)[C@H]1C(=O)N1CCOC1=O
  20, -3
16. CCCC(=O)N1CCCC2(CC(c3ccc(OC)cc3)=CO2)C1 (stereo not drawn)
  -3, -4
17. COc1cccc(NC(=O)C2CCCN(c3nccc(C)n3)C2)c1 (stereo not drawn)
  -10, -2
18. CC(C)(C)S(=O)(=O)C(C#N)=Cc1cc2ccccc2o1
  /, -11
19. Cc1noc(C)c1C(=O)Oc1cccc2cccnc12
  /, 6
20. Cc1ccc(CNC(=O)CN(c2cc(C(F)(F)F)ccc2Cl)S(C)(=O)=O)cc1
  5, 7
21. COCCN1CCCc2ccc(NS(=O)(=O)c3ccc(OC)c(Cl)c3)cc21
  27, -8
22. CCN1c2ccccc2C(=O)NC12CCN(C(=O)Cc1cccc(F)c1)CC2
  3, -2
23. COc1ccc(/C=C2\SC(=O)N(CC(=O)Nc3cccnc3)C2=O)cc1OC
  12, -1
24. O=C(O)CCCC(=O)NC1CCCc2ccccc21 (stereo not drawn)
  /, -9
25. COc1cc(OC)c2c(-c3cccc(-c4ccc(OC(F)(F)F)cc4)c3)cc(=O)oc2c1
  -9, -1
26. CC(=O)Oc1ccc2ccccc2c1-c1c(OC(C)=O)ccc2ccccc12
  /, 4
27. COc1ccc(-c2[nH]ncc2CN2CCCC2c2cc(C)on2)cc1OC (stereo not drawn)
  12, 2
28. COc1ccc(OC)c(C2C(C(=O)Nc3ccccc3OC)=C(C)Nc3nc4ccccc4n32)c1 (stereo not drawn)
  10, -8
29. CC1(C)CC2CC(C)(CN2C(=O)c2ncn(-c3ccccc3)n2)C1 (stereo not drawn)
  6, 2
30. Cc1nc(O)c(C(c2ccccc2F)C(C#N)C#N)[nH]1 (stereo not drawn)
  8, -4
31. COc1ccc(C2=N/C(=C\c3ccccc3F)C(=O)O2)cc1Br
  0, -4
32. CCc1nc(CC)n2c(=O)n(C)nc2c1C
  -11, 0
33. Cc1nc(C(=O)Nc2cccc(F)c2)c(C)n1C1CCN(S(C)(=O)=O)CC1
  -1, -6
34. Cc1ccc(C(=O)N2CCC(n3c(-c4ccoc4)nc4cccnc43)C2)cc1F (stereo not drawn)
  21, 2
35. O=C(c1ccccc1F)N1CCCC1c1ccc(F)cc1 (stereo not drawn)
  -11, -3
36. CC(Cc1c[nH]c2ccc(Cl)cc12)N=Cc1ccc(N(C)C)cc1 (stereo not drawn)
  15, -1
37. CC1CCC(NC(=O)C2CCC(Cn3c(=O)[nH]c4ccsc4c3=O)CC2)CC1 (stereo not drawn)
  9, -3
38. CCN1c2cc(C)ccc2-n2cccc2C12CCN(C(=O)Nc1cccc(C)c1)CC2
  66*, 5
39. Cc1ccc(Cl)cc1NS(=O)(=O)c1ccc(F)cc1
  -10, 0
40. Cc1cc(C)cc(S(=O)(=O)N2CCC(c3nc(CNC(=O)C4CC4)cs3)CC2)c1
  8, -3
41. O=C(Nc1cccnc1)c1ccc2nc(-c3ccccn3)c(-c3ccccn3)nc2c1
  0, 2
42. CSc1ccccc1N=C(N)N=C(N)N
  /, -6
43. C1=C(N2CCOCC2)/C(=C/c2nc3ccccc3[nH]2)CC1
  67*, 2
44. CC(=O)N1c2c(cc(Br)cc2S(=O)(=O)NC2CCCCC2)CC1C (stereo not drawn)
  9, -3
45. COc1ccccc1N1CCN(C(=O)Cc2ccc(Br)cc2)CC1
  28, 32
46. CCNC(=O)c1csc(COc2cc(Cl)ccc2Cl)n1
  -8, -2
47. CCCCOc1ccc(C(=O)Nc2c3c(nn2-c2ccc(Cl)cc2)CS(=O)(=O)C3)cc1
  14, -5
48. COc1ccc(NC(=O)Cn2c(-c3nonc3N)nc3ccccc32)cc1OC
  0, -4
49. CC(=O)Nc1cc(C(=O)NCCC2=CCCCC2)c2ccc(C)nc2c1
  39, 15
50. COc1ccccc1/C=C1/N=C(c2cc([N+](=O)[O-])ccc2OC)OC1=O
  3, 2
51. Cc1cc(C(=O)N2CCCC3(C2)Nc2ccccc2NC3=NC(C)(C)C)nn1C (stereo not drawn)
  12, 0
52. C=CCOc1ccc(/C=c2\sc3ncnn3c2=O)cc1OC
  1, 3
53. COc1cc(C=C2Oc3c(CN(C)C)c(O)cc(C)c3C2=O)cc(OC)c1OC
  12, -15
54. COc1cc(=O)n(-c2ccc(F)cc2)nc1C(=O)Nc1ccc(Cl)cc1Cl
  -15, -6
55. CC(=O)N1CCCC(c2ccnc(Nc3cccc(F)c3)n2)C1 (stereo not drawn)
  32, -2
56. O=C1C(=Cc2ccccc2Cl)Oc2cc(O)ccc21
  -5, -7
57. CC1(C(=O)NC2CCCC2)CCC(=O)N1CCCN1CCCC1 (stereo not drawn)
  -9, -1
58. CC(=O)c1ccc(OC(=O)Nc2ccc(Cl)c(Cl)c2)cc1
  -14, 9
59. CCc1ccccc1NC(=O)COc1ccccc1CC
  -28, -4
60. Cc1ccc(NC(=O)c2ccc(N(CCO)CCO)c([N+](=O)[O-])c2)cc1Cl
  26, -4

More compounds follow.
Fields: mHTT-CaM PPI inh, Pf apPOL inh
61. O=C1Oc2ccccc2C(=O)/C1=C/c1ccccc1O
  0, -3
62. COc1ccc(C(=O)N2CCC(C(=O)NCc3ccccc3Cl)CC2)cc1
  1, -8
63. CC(Oc1ccccc1)C(=O)Nc1cccc(Cl)c1 (stereo not drawn)
  -36, -6
64. Cn1c(C=O)nc2cc([N+](=O)[O-])ccc21
  -8, -5
65. CC(C)c1cc(C2CCCN2Cc2ccncc2)on1 (stereo not drawn)
  18, -3
66. O=C(CSc1nc2ccccc2s1)Nc1cc(Cl)ccc1Cl
  -4, -6
67. COc1cc(/C=c2\sc3nc4ccccc4n3c2=O)ccc1OCC#N
  9, -4
68. CCn1nccc1C(=O)N1CCCC(c2nncn2-c2ccccc2)C1 (stereo not drawn)
  1, 2
69. COCCN=C1Nc2ccccc2CNC12CCN(S(=O)(=O)c1ccccc1Cl)C2 (stereo not drawn)
  24, 1
70. N#Cc1ccc(C#CCOC(=O)c2cccs2)cc1
  /, -7
71. Cc1cccc(N2CCN(C(=O)c3ccc4c(c3)OCO4)C(C)C2=O)c1C (stereo not drawn)
  -6, 0
72. O=C(Nc1cccc(-c2nc3cc(Cl)ccc3o2)c1)c1ccc([N+](=O)[O-])cc1
  8, 0
73. Cc1ccc(S(=O)(=O)N=C(CSC(N)=O)Nc2ccccc2C)cc1
  0, -3
74. CCCCNC(=O)N1CCN(C(c2ccccc2)c2ccccc2)CC1
  /, -4
75. Cc1[nH]nc(-c2cccc(F)c2)c1NC(=O)C(C)(C)C
  3, 0
76. O=C(NCCC1=CCCCC1)C1CCN(c2nc3ccccc3o2)CC1
  3, -6
77. CCCOc1ccc(/C=N/OC(=O)c2ccc(C)cc2)cc1
  i, -4
78. O=C1C2ON(c3ccccc3)C(c3cccc([N+](=O)[O-])c3)C2C(=O)N1Cc1ccccc1 (stereo not drawn)
  37, -7
79. Cc1[nH]nc2c1C(c1ccccc1OCc1ccc(Cl)cc1)CC(=O)N2 (stereo not drawn)
  7, -2
80. CN(C)c1ccc(CN2CCCC2)cc1
  19, 1
81. Cc1cc(OCC(=O)Nc2cccc(Cl)c2Cl)ccc1Cl
  -2, -3
82. Cn1cc2c3c(cccc31)CN(C(=O)Nc1cccc(C(F)(F)F)c1)CC2
  -4, -2
83. CCC(C)NS(=O)(=O)c1ccc2[nH]c3c(c2c1)CCCC3 (stereo not drawn)
  27, -2
84. COc1ccccc1N1CCN(C(=O)COc2cc(C)ccc2C)CC1
  2, -13
85. CC(=O)Nc1cccc(NC(=O)c2sc3nc(-c4ccccc4)cn3c2C)c1
  12, -2
86. CCOc1ccc(-c2n[nH]c(C)c2-c2ccc(F)cc2)c(O)c1
  24, 1
87. NC(=O)c1ncn([C@@H]2O[C@H](CO)[C@@H](O)[C@H]2O)n1
  /, -3
88. O=C(Nc1c(-c2cccc(F)c2)nc2ccccn12)C1CCCC1
  29, -2
89. CCCC1CCC(C2=N/C(=C/c3cccc(OC)c3OC)C(=O)O2)CC1 (stereo not drawn)
  -5, -2
90. COc1ccc(/C=C2\OC(=O)c3c2cc(C)[nH]c3=O)cc1OC
  1, -3

Compound profiles (already shown).
CN(C)c1ccc(CN2CCCC2)cc1 is listed with mHTT-CaM PPI inh = 19; Pf apPOL inh = 1
N#Cc1ccc(C#CCOC(=O)c2cccs2)cc1 is listed with mHTT-CaM PPI inh = /; Pf apPOL inh = -7

(next part)
Fields: mHTT-CaM PPI inh, Pf apPOL inh
91. O=C(Cn1nnc(N2CCOCC2)n1)NNC(=O)c1ccc(Cl)cc1Cl
  /, 1
92. Cc1cccc(-n2nc3c(c2NC(=O)C(C)(C)C)CS(=O)(=O)C3)c1C
  2, -2
93. Cn1cccc1CN(Cc1cccs1)C(=O)NCc1ccc(F)cc1
  -2, -21
94. COc1ccc(CC(=O)NCCC2CCN(C(=O)c3ccc(C)cc3)CC2)cc1
  17, -3
95. Cc1cc(Cl)ccc1N=Cc1nc(-c2ccccc2F)oc1O
  -2, 0
96. COc1cc(OC)c(OC)cc1C=C1Oc2cc(OS(=O)(=O)c3ccc(C)cc3)ccc2C1=O
  -11, -38
97. CCN(Cc1ccccc1)S(=O)(=O)c1ccc(C(=O)Nc2nnc(CSC)o2)cc1
  12, -13
98. OCn1cnc2ccccc21
  -4, /
99. CN(CC(=O)NCc1ccco1)S(=O)(=O)c1ccc(Br)cc1
  0, -5
100. CC(C)S(=O)(=O)c1ccc(CC(=O)N2CC(c3nc(-c4cccnc4)no3)C2)cc1
  -6, -4
101. COCCCNC(=O)C1c2cc(OC)c(OC)cc2C(=O)N(C)C1c1ccc(OC)c(OC)c1 (stereo not drawn)
  0, -4
102. C=CCN(CC=C)C(=O)C(c1ccccc1)c1ccccc1
  -15, -2
103. O=c1[nH]cnc2c1nnn2Cc1ccccc1
  -11, -1
104. CNC(=O)NC(=O)CSc1ncnc2sc(-c3ccccc3)cc12
  /, 6
105. O=C(NC12CC3CC(CC(C3)C1)C2)c1cccc([N+](=O)[O-])c1
  2, 3
106. COc1cc(NC(=O)c2sc3nc(C)nc(N4CCC(C)CC4)c3c2C)cc(OC)c1OC
  5, -12
107. CCC(=O)NC(N)=Nc1nc(OC)c2cc(C)ccc2n1
  13&1, -4&1
108. O=C1NC2=C(C(=O)N(Cc3ccco3)C2)C(c2cccc(F)c2)N1 (stereo not drawn)
  -2, 5
109. CCOC(=O)C(=O)NCCC1CCCCN1S(=O)(=O)c1ccc(F)cc1C (stereo not drawn)
  27, 4
110. CC(=O)Nc1ccccc1OCCN(Cc1ccccc1)C(=S)NCCC1=CCCCC1
  /, -4
111. CCOc1ccc(CNC(=O)c2cn(C)c(=O)c3c2c2ccccc2n3C)cc1
  1, -2
112. O=C1OC(c2ccc([N+](=O)[O-])cc2Cl)=N/C1=C/c1ccc2c(c1)OCO2
  3, 1
113. COc1ccc(C(=O)N2CCC(c3nc(CNC(=O)C4CC4)cs3)CC2)cc1
  -6, -4
114. CC1=C(C(=O)Nc2ccccc2)SC2=NCCN21
  20, -5
115. COc1cccc(CN2CCN(C(=O)c3cccs3)CC2)c1OC
  1, -4
116. CNC(=O)C1CCc2sc(C(=O)N3CCCC3)cc2C1 (stereo not drawn)
  -3, -5
117. CC1=C(C(=O)Nc2cccnc2)C(c2cccnc2)n2nc(SCc3ccccc3F)nc2N1 (stereo not drawn)
  4, 2
118. O=C(O)c1ccc(N2N=C(/C=C/c3ccccc3)CC2c2ccccc2)cc1 (stereo not drawn)
  -26, 1
119. COc1cc(C=C2C(=O)OC(C)(c3ccccc3)OC2=O)ccc1OCc1cccc(C(=O)O)c1 (stereo not drawn)
  8, -9
120. O=C(c1cnccn1)N1CCC(c2cc(-c3ccc(F)cc3)n[nH]2)CC1
  12, -6

Shown as labelled records: entries from further up
(109) CCOC(=O)C(=O)NCCC1CCCCN1S(=O)(=O)c1ccc(F)cc1C (stereo not drawn)
  mHTT-CaM PPI inh: 27
  Pf apPOL inh: 4
(120) O=C(c1cnccn1)N1CCC(c2cc(-c3ccc(F)cc3)n[nH]2)CC1
  mHTT-CaM PPI inh: 12
  Pf apPOL inh: -6
(96) COc1cc(OC)c(OC)cc1C=C1Oc2cc(OS(=O)(=O)c3ccc(C)cc3)ccc2C1=O
  mHTT-CaM PPI inh: -11
  Pf apPOL inh: -38
(110) CC(=O)Nc1ccccc1OCCN(Cc1ccccc1)C(=S)NCCC1=CCCCC1
  mHTT-CaM PPI inh: /
  Pf apPOL inh: -4
